Imprint erasure: inducers of genomic imprint erasure in mouse ES cells; mouse ES Peg3-LacZ reporter, beta-gal luminescence, 40 h; Potency, µM (series often up to 60.7 µM), for the others: top-dose activity change, positive = activation, usual class: activators; 110,000 compounds, 0.02% hits; AID 1948;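 note: 0% = negative control wells on the plate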
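Gelatin-coated wells received 300 freshly trypsinized female ES cells with a Peg3LacZ-Neo reporter on the maternal allele, then incubated 40 hours at 37C. BetaGlo was added for 5 minutes at room temperature before a single luminescence read.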
IkB signaling: inhibitors of IkB signaling in ABC-DLBCL cells; 110,000 compounds, 0.04% hits; ABC-DLBCL IkBa-CBG/CBR dual luciferase ratio, 4 h; response scale: scaled: untreated 0%, proteasome inhibitor 100%; Potency, µM (series often up to 57.1 µM), without a hit: top-dose IkBa stabilization activation; AID 445; active = well fitted curve in the direction sought with a large enough effect in the signal ratio, not every such curve was filed as active; inconclusive = small, poorly fitted or top-dose-only effect, or a change in a side signal; the % refers to the signal ratio;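 note: the direction sought is a rising ratio; 0% = basal untreated cells and 100% = reference inhibitor full response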
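Curves were fitted separately to fusion (green), unfused (red) and ratio luminescence, then classed by r2, magnitude and activity. Cells: OCI-Ly3, 4 h compound plus doxycycline at 37C; 10 uM MG-132 defined full response.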
p53ts 39C kill: p53ts cell cytotoxicity, nonpermissive temperature; 130,000 compounds, 1.5% hits; AID 902; Potency, µM (doses to about 46.1 µM), for inactives: at the highest dose activity change, negative = cell killing, actives largely listed as cytotoxic; H1299-p53A138V viability at 39C, ATP luminescence, 24 h; note: nearly all actives have a fitted effect of over 55% in size
p53ts 32C kill: p53ts cell cytotoxicity, permissive temperature | H1299-p53A138V at 32C, ATP luminescence viability, 24 h | 130,000 compounds, 0.93% hits | Potency, µM (doses to about 46.1 µM), inactives show at the highest dose activity change, negative = cytotoxicity, most hits filed as cytotoxic;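 note: 0% = DMSO and -100% = full killing by reference compound; nearly all actives have a fitted effect of over 55% in size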
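ATP-content luminescence (ATPlite) read-out after 24 h compound exposure at 32C in H1299-p53A138V cells (600/well). Tested up to 46 uM. Normalized to DMSO (0%) and 100 uM tamoxifen (100% killing); Hill-fit AC50.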
* marks the source's active call; other numbers are inactive results; ? = inconclusive; · = not tested or not shown; [ ] = dose if it differs, or a comment. Unless noted, calls come from the whole dose curve; as a rule, active = well fitted curve in the direction sought with a large enough effect; inconclusive = small, poorly fitted or top-dose-only effect, or another doubt; inactive = no such curve, though single readings can be large; an effect the other way counts as inactive or inconclusive. Unless noted, % is set by controls: 0 for no effect and ±100 for the full control effect; potency is the fitted concentration of half-maximal effect.

SMILES | Imprint erasure | IkB signaling | p53ts 39C kill | p53ts 32C kill
CC(=O)Nc1ccc(NC(=O)CSc2nnc(C3CC3)n2C)cc1 | -2.2% | 0.9% | -13.6% | 1.3%
Cc1ccc(C(=O)NCC(=O)OCc2cc(=O)n3nc(C4CCCCC4)sc3n2)cc1 | 6.0%[10.9 µM] | 3.2% | -10.8% | -12.4%
COc1cc(C2NC(=S)NC(C)=C2C(=O)OC(C)C)ccc1OC(C)C (configuration not stated) | · | · | 21.5% | -6.0%
COc1cc(OC)cc(C(=O)NC2CCN(Cc3nnnn3Cc3cccs3)CC2)c1 | 3.8% | 0.3% | 6.7% | 2.2%
Clc1ccc2c(N3CCCC3)ccnc2c1 | -7.7% | ? | 11.6% | 2.2%
COc1ccc(Cl)cc1NC(=O)CCS(=O)(=O)c1cccc2nonc12 | -7.9%[10.9 µM] | ? | 14.1% | -24.5%
FC(F)(F)c1ccc(C2[C@H]3CN(CC4CCCCC4)[C@H](c4ccccc4)C34CC2(c2ccccc2)C4)cc1 (some centres not stated) | -12.3% | · | -2.2% | 31.1%[activator]
Cc1ccc(CCn2c3c(c4ccccc42)CN(C)CC3)cn1 | -12.0% | -0.8% | -9.0% | -10.6%
COc1ccc(-c2cc(=O)oc3c(C)c(O)c(CN(C)C)cc23)cc1 | -7.0% | 3.5% | 12.6% | 7.7%
CC12CCC3C(CC3(C)C)C(C)(CCC1=O)O2 (configuration not stated) | 2.2% | · | 10.5% | -10.8%
O=C(c1ccc2c(c1)C(=O)N(c1ccc(Cl)cc1)C2=O)N1CCN(c2ccccn2)CC1 | -12.2% | 1.0% | 0.2% | 3.8%
Cc1c(CNC2CCCCC2)c(C(=O)O)c(C)n1Cc1ccc(F)cc1 | 6.4%[10.9 µM] | 2.5% | 2.0% | -5.0%
O=C(CN1C(=O)CCC1=O)Nc1nc(-c2nc3ccccc3s2)cs1 | -24.2% | -5.0% | ? | ?
CCOc1ccc(-c2nn(CC(=O)NC3CCCCC3)c3c2cnc2ccc(C)cc23)cc1 | -12.2%[10.9 µM] | ? | -6.8% | -2.8%
CC(C)=C1SC(N2CCN(Cc3ccccc3)CC2)=NC1=O | -12.0% | -1.5% | 2.3% | -11.8%
Cc1ccc(-n2nc3ccc(N)cc3n2)cc1 | -55.7%[inhibitor] | 12.3% | 7.94µM* | 7.94µM*
CCC(=O)OCC(=O)c1c(N)n(Cc2ccccc2)c(=O)n(C)c1=O | -10.0% | 0.5% | 0.0% | 4.7%
O=C(CCC1COc2ccccc2O1)Nc1ccccn1 (configuration not stated) | -11.5% | -2.7% | 4.5% | 6.8%
COc1cc(Cl)c(C)cc1NC(=O)CSc1nnc(-c2cccnc2)n1Cc1ccco1 | -6.0% | -1.3% | 8.5% | 7.4%
CC1CCN(C(=O)c2cnn(-c3cccc(Cl)c3)c2C2CCN(C(=O)OC(C)(C)C)CC2)CC1 | -3.2%[10.9 µM] | ? | 3.2% | 7.9%
COc1ccc(CCN2C(=O)c3cccnc3C2=O)cc1OC | -4.2% | 1.3% | -14.8% | 2.2%
COc1cccc(-c2noc(-c3cc4ccccc4oc3=O)n2)c1OC | -26.9%[10.9 µM] | ? | -28.8% | ?
CC(C)OCCCNC(=O)c1ccc(-n2c(-c3ccccc3)cc3c2CCCC3)cc1 | -17.1%[10.9 µM] | -0.3% | ? | -6.3%
Cc1cccc(C)c1NC(=O)C1(N2CCN(C(=O)c3ccco3)CC2)CCCCC1 | -10.5% | 0.2% | 2.6% | -6.9%
CCc1ccccc1Nc1cc(C(=O)NCCCN(C)C2CCCCC2)c2ccccc2n1 | -11.7%[10.9 µM] | ? | ? | -18.1%
O=C(NCc1ccc(F)cc1)C1CCN(S(=O)(=O)c2ccc3c(c2)CCCN3C(=O)C2CCC2)CC1 | -10.3%[10.9 µM] | ? | -23.6% | 0.4%
CCOC(=O)C1CCN(C(=O)CCn2c(=O)[nH]c3ccccc3c2=O)CC1 | -4.6% | 0.0% | 0.1% | 2.1%
O=C(c1ccc2c(c1)CCCC2)N1CCN(c2nc3c(F)cccc3s2)CC1 | ? | -2.0% | -9.6% | 2.1%
COc1cccc(C(=O)OCCN2C(=O)c3ccccc3C2=O)c1OC | -10.8% | -0.3% | -9.0% | 5.0%
CC(=O)c1ccc(N2C(=O)N(CC(=O)c3ccc(F)cc3)c3ccccc3S2(=O)=O)cc1 | ? | -1.2% | 2.7% | 5.4%

Brought forward from above: two compounds; new compounds follow.
SMILES | Imprint erasure | IkB signaling | p53ts 39C kill | p53ts 32C kill
COc1cccc(C(=O)OCCN2C(=O)c3ccccc3C2=O)c1OC | -10.8% | -0.3% | -9.0% | 5.0%
CC(=O)c1ccc(N2C(=O)N(CC(=O)c3ccc(F)cc3)c3ccccc3S2(=O)=O)cc1 | ? | -1.2% | 2.7% | 5.4%
CCN(CC)Cc1nc2c(c(=O)[nH]1)C1(CCCCC1)Cc1ccccc1-2 | -6.6% | 0.1% | -0.4% | 2.8%
COc1ccc(S(=O)(=O)NCc2cccn2Cc2cccc(C)c2)cc1OC | -8.0%[10.9 µM] | ? | -23.9% | 4.3%
COC(=O)c1c(NC(C)=O)sc2c1CCCC2 | 2.6% | -0.4% | -3.1% | -4.5%
CCOC(=O)c1cc(S(=O)(=O)Nc2ccc(Br)c(C)c2)[nH]n1 | 1.9%[10.9 µM] | ? | -15.5% | -9.2%
Cc1nc(N2CCCC2)c2c(C(=O)Nc3cccc(Cl)c3)c(C)oc2n1 | -3.6%[10.9 µM] | ? | -7.0% | 3.1%
CCOc1ccc(C2C(=O)N(C3CCCCC3)CC(=O)N2CCc2ccccc2)cc1OC (configuration not stated) | -12.4%[10.9 µM] | -1.8% | 31.2%[activator] | 2.8%
Cc1ccc(CN2C(=O)SC(Nc3ccccc3)C2=O)cc1 (configuration not stated) | 3.3%[10.9 µM] | ? | -11.1% | -11.8%
O=C(c1cccs1)N1CCN(C2CCCCC2)CC1 | 1.9% | 1.5% | 0.7% | -4.5%
COc1ccc(N2CCN(CC(=O)Nc3nnc(-c4ccccc4)s3)CC2)cc1 | -13.7% | ? | 0.8% | 1.4%
COc1cc(NC(=O)C2CCCO2)c(OC)cc1Cl (configuration not stated) | · | · | -2.0% | 2.8%
Cn1c(=O)c2c(-c3ccc(Cl)cc3)n(CCc3ccccc3)cc2n(C)c1=O | 16.1%[10.9 µM] | -3.4% | 4.4% | 17.8%
O=C(CSc1cn(CC(=O)N2CCCCC2)c2ccccc12)Nc1ccccc1F | -13.3%[10.9 µM] | 6.3% | -9.0% | 1.0%
Fc1ccc(-c2cn3cc(Cc4ccccc4Cl)sc3n2)cc1 | 25.6%[10.9 µM] | ? | 5.01µM* | 7.94µM*
Cc1c(C2(O)C(=O)Nc3ccc(F)cc32)c(=O)n(-c2ccccc2)n1C (configuration not stated) | -4.2% | 1.8% | 4.5% | 0.9%
CCN1CCN(c2ncnc3c2cnn3-c2cccc(C)c2)CC1 | -16.3%[10.9 µM] | ? | -19.3% | -12.4%

Some of these compounds in order of molecular weight, high to low.
SMILES | Imprint erasure | IkB signaling | p53ts 39C kill | p53ts 32C kill
CCOc1ccc(C2C(=O)N(C3CCCCC3)CC(=O)N2CCc2ccccc2)cc1OC (configuration not stated) | -12.4%[10.9 µM] | -1.8% | 31.2%[activator] | 2.8%
Cn1c(=O)c2c(-c3ccc(Cl)cc3)n(CCc3ccccc3)cc2n(C)c1=O | 16.1%[10.9 µM] | -3.4% | 4.4% | 17.8%
O=C(CN1C(=O)CCC1=O)Nc1nc(-c2nc3ccccc3s2)cs1 | -24.2% | -5.0% | ? | ?

Additional results follow:
SMILES | Imprint erasure | IkB signaling | p53ts 39C kill | p53ts 32C kill
COc1ccc(S(=O)(=O)NCCS(=O)(=O)N2CCN(c3ccccc3)CC2)cc1C | -10.7%[10.9 µM] | ? | -16.5% | 5.2%
CCCCCOC(=O)Cn1c(N2CCCCCC2)nc2c1c(=O)[nH]c(=O)n2C | 3.1% | 0.3% | 5.1% | 2.1%
COc1ccc(NC(=O)C2Cc3ccccc3N2C(=O)c2ccccc2)c(OC)c1 (configuration not stated) | -8.6%[10.9 µM] | 3.3% | -5.1% | 7.3%
CN1CCN(c2ncc3nc(-c4cccs4)c(=O)n(CCC#N)c3n2)CC1 | -20.8% | -6.3%[11.4 µM] | -7.4% | -9.7%
COc1cc(C2C3C(C)N(C)C(=O)N(C)C3N(C)C(=O)N2C)ccc1O (configuration not stated) | ? | 0.1% | -6.1% | 0.9%
O=C(N1CCOCC1)N1CCCC(c2nc(-c3cccs3)no2)C1 (configuration not stated) | -2.4% | -0.3% | -6.7% | 1.5%
OCCn1c(CSc2nc3ccccc3n2CCO)nc2ccccc21 | · | · | 5.6% | 3.1%
Nc1nc2sc3c(c2c(=O)s1)CCCC3 | -20.1% | -1.8% | -20.5% | -2.9%
CCOc1ccc(C(=O)c2cn(CC(=O)Nc3ccc4c(c3)OCCO4)c3ccc(F)cc3c2=O)cc1 | -11.4%[10.9 µM] | -0.6% | -16.4% | -2.9%
CC(C)(C)N1C(=O)[C@H]2[C@H]3[C@H](O)[C@H](O)C/C(=N/OCc4ccccc4)[C@H]3CC[C@@H]2C1=O | · | · | -3.8%[9.22 µM] | -4.9%[9.22 µM]
N#Cc1ccc(CN2CCN(C(=O)c3ccccc3)CC2)c(Cl)c1 | -3.6% | -0.5% | 2.3% | -2.4%
CCOC(=O)Cc1csc(NC(=O)c2c(-c3c(F)cccc3Cl)noc2C)n1 | -11.5% | 3.1% | 5.8% | 5.8%
COc1cccc(-c2ccc3ncnc(NC4CC4)c3c2)c1 | -16.3% | -0.3%[11.4 µM] | -18.6% | -19.8%
COc1ccccc1NC(=O)c1cc2cc3ccc(OC)c(Cl)c3nc2s1 | -12.1%[10.9 µM] | 6.1% | -2.5% | -5.3%
CCOCC(=O)Nc1ccc(-c2cn3c(C)csc3n2)cc1 | -4.9%[10.9 µM] | -1.8% | ? | ?
CCCn1c(-c2ccc(F)cc2)nc2c(N3CCN(Cc4nc(OC)cc(OC)n4)CC3)nc(C)nc21 | -20.9% | · | -17.9% | -23.3%
CCN(CCCNC(=O)CN1N=C(c2ccc(C)cc2)CCC1=O)c1ccccc1 | ? | ? | 34.4%[activator] | 8.9%
COc1ccc(-n2nnnc2S(=O)(=O)Cc2ccc(C(=O)O)cc2)cc1 | -36.6%[inhibitor] | ? | 13.8% | 31.3%[activator]
Cc1ccc(CNC(=O)c2nc(SCc3ccc(C)cc3)ncc2Cl)cc1 | -17.0%[10.9 µM] | -0.6% | ? | -22.4%
O=C(Cn1cc([N+](=O)[O-])cn1)N1N=C(C(F)F)CC1(O)C(F)F (configuration not stated) | · | · | 20.5% | 2.8%
COc1ccccc1NC(=O)C(=O)c1cc(C)n(-c2cc(C)cc(C)c2)c1C | 11.4%[10.9 µM] | ? | -10.5% | -1.1%
COc1ccccc1CNS(=O)(=O)c1c(C)nc2sc(C)cn2c1=O | 10.3%[10.9 µM] | -1.9% | -11.1% | -6.5%
Cn1cc(-c2nc3cncnc3n(CCN)c2=O)c2ccccc21 | -12.8% | -1.2%[11.4 µM] | -25.9% | -18.9%
Cc1cc2ncn(C(=O)N3CCCCC3)c2cc1C | -4.3% | -0.5% | 9.2% | 0.9%
CC1CN(C(=O)Nc2ccc(C(=O)NCCc3ccccc3)cc2)c2ccccc2S1 (configuration not stated) | -11.7%[10.9 µM] | 1.7% | -14.7% | -6.1%
CCOc1ccc(C2C(=O)N(C3CCCCCC3)CC(=O)N2CCc2ccc(Cl)cc2)cc1OC (configuration not stated) | -10.8%[10.9 µM] | ? | 44.6%[activator] | -6.0%
CCCC12CN3CC(C)(CN(C1)C3c1ccc(CC)cc1)C2=O (configuration not stated) | -7.7%[10.9 µM] | ? | -7.3% | 11.9%
CC1CCN(C(=O)CN(c2ccc3c(c2)OCO3)S(C)(=O)=O)CC1 | -7.6% | -4.7% | 13.6% | -1.0%
OC[C@H]1O[C@H](n2cnc3c(NC4CCCC4)nc(Cl)nc32)[C@@H](O)[C@@H]1O | 0.6% | 0.5% | 5.8% | 11.3%
COc1ccc(-c2nc(CNS(=O)(=O)c3ccc(F)cc3)cs2)cc1 | 4.0%[10.9 µM] | -0.5% | ? | 1.9%
Cc1ccc(NC2=NCC(=O)N2C2CCCC2)c(C)c1 | · | · | 15.2% | 5.8%
COc1cc(/C=C2\SC(=O)N(CCNC(=O)c3cnc(C)cn3)C2=O)cc(OC)c1OC | · | · | -22.4% | -13.5%

Bioassay records: PubChem, National Center for Advancing Translational Sciences (NCATS)
